# EZH2 inh = inhibitors of human EZH2/PRC2 methyltransferase. inhibition, % at 12.5 µM. 57,000 tested, 0.35% active. PRC2 H3K27 methylation, DELFIA TRF, 1 h. Q15910;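 active means mean inhibition of replicates at least 50% and every single replicate also reaching 50%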;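 further: dimethyl H3K27 on biotinylated H3 21-44 peptide detected by antibody; plate controls were median neutral control wells for no effect and median positive control wells for full effect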
# IDH1 R132H inh = IDH1 R132H (human) inhibition; O75874; IDH1 R132H reductase, diaphorase/resazurin fluorescence, 60 min; inhibition, % at 10 µM; 70,000 tested, 0.18% active; AID 624101; in the data active means inhibition above about 34%;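 further: 0% = DMSO and 100% = no enzyme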
# Target sequence (O75874 whole entry R132H): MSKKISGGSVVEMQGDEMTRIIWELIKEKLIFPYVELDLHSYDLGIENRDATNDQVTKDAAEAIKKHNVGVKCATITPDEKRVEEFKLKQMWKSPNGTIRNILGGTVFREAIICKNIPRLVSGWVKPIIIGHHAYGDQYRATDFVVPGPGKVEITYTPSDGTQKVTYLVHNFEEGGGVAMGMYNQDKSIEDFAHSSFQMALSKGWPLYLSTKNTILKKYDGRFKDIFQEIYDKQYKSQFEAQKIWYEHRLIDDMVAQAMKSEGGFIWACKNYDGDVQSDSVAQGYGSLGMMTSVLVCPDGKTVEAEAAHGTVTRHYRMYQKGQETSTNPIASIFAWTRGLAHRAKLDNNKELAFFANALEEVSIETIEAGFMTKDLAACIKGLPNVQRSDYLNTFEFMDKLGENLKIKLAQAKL
# * marks the source's active call; other numbers are inactive results; / = not tested or not shown. The list is partial; count on the stated rates, not on these rows.
structure	EZH2 inh	IDH1 R132H inh
C[C@H]1CN([C@@H](C)CO)C(=O)c2cc(NC(=O)Nc3ccc4c(c3)OCO4)ccc2O[C@H]1CN(C)Cc1ccc(C(F)(F)F)cc1	/	-2.8
C[C@H](CO)N1C[C@H](C)[C@@H](CN(C)Cc2ccc(C(=O)Nc3ccccc3N)cc2)Oc2c(cccc2N(C)C)C1=O	-17	0.0
Cc1cc(C)nc(NS(=O)(=O)c2ccc(NC(=S)NC(=O)c3ccccc3Br)cc2)n1	0	0.1
Cc1ccc(-c2cnc3c(c2)C(=O)N([C@H](C)CO)C[C@@H](C)[C@H](CN(C)CC2CCOCC2)O3)cc1	5	-2.6
O=C(Nc1ccc(Cl)cc1)N[C@@H]1CC[C@H](CCn2cc(C3(O)CCCC3)nn2)O[C@@H]1CO	0	-0.2
CC(C)C#Cc1cnc2c(c1)C(=O)N([C@@H](C)CO)C[C@H](C)[C@@H](CN(C)C(=O)c1cnccn1)O2	-13	-6.0
Cc1noc(C)c1NC(=O)N(C)C[C@@H]1Oc2ccc(NC(=O)Nc3ccc4c(c3)OCO4)cc2C(=O)N([C@H](C)CO)C[C@H]1C	/	-2.5
COCC(=O)N(C)C[C@@H]1Oc2ncc(-c3cccc(OC)c3)cc2C(=O)N([C@H](C)CO)C[C@H]1C	/	-0.3
C[C@H]1CN([C@@H](C)CO)S(=O)(=O)c2ccc(-c3cccc(F)c3)cc2O[C@H]1CN(C)C	8	0.3
COCCn1cc(C(=O)N2CCC(C)CC2)c2c3ccccc3n(C)c2c1=O	-9	0.3
O=C(O)C[C@H]1C[C@H]2c3cc(NC(=O)CC4CC4)ccc3O[C@H]2[C@@H](CO)O1	1	0.4
CC(C)NC(=O)NCC[C@@H]1CC[C@@H](NS(=O)(=O)c2ccc(-c3ccccc3)cc2)[C@H](CO)O1	3	-0.6
CCCC(=O)Nc1ccc2c(c1)OC[C@H](C)N(C(=O)CN(C)C)C[C@@H](C)[C@@H](OC)CN(C)C2=O	2	0.4
COc1ccc(NC(=O)Nc2cccc3c2O[C@@H](CN(C)Cc2ccc(C(=O)O)cc2)[C@@H](C)CN([C@H](C)CO)C3=O)cc1	/	-0.5
CCCNC(=O)N(C)C[C@H]1Oc2ncc(/C=C/c3ccccc3)cc2C(=O)N([C@@H](C)CO)C[C@H]1C	-4	-4.4
C[C@@H]1CN([C@H](C)CO)S(=O)(=O)c2ccc(C#CC3CC3)cc2O[C@@H]1CN(C)C(=O)CC1CC1	-10	0.2
C[C@H](CO)N1C[C@H](C)[C@H](CN(C)C(=O)C2CCCCC2)OCCCC[C@H](C)Oc2ccc(NS(=O)(=O)c3cccs3)cc2C1=O	/	-0.6
CC1=CCC(C(=O)O)(C(=O)NCc2ccccc2)C(c2ccc(Br)cc2)C1 (centres undefined)	7	5.1
COc1ccc(CNC(=O)C[C@@H]2C=C[C@H](NC(=O)CN(C)C)[C@H](CO)O2)cc1	-9	-0.1
CN(C)CCCOc1nn(Cc2ccccc2)c2ccccc12	8	-2.4
Cc1ccc(-c2cc(C(=O)NCCN3CCOCC3)no2)cc1	-2	-0.2
O=C(C[C@@H]1CC[C@H](NC(=O)c2ccc3c(c2)OCO3)[C@H](CO)O1)NCc1ccc(Cl)cc1	-1	0.1
Cc1ccc(CN(C)C[C@@H]2OCc3cnnn3CCCC(=O)N([C@H](C)CO)C[C@@H]2C)cc1	10	-0.3
COc1ccc(NC(=O)CSc2nc(C)c3c(n2)CCCC3)c([N+](=O)[O-])c1	/	-0.1
CS(=O)(=O)N(CC(=O)Nc1cccc(Cl)c1)c1ccc(F)cc1	-5	0.0
CCCN1C(=O)C(NS(=O)(=O)c2ccc(NC(C)=O)cc2)(C(F)(F)F)C2=C1CC(C)(C)CC2=O (centres undefined)	2	-0.2
COc1ccc([C@H]2C[C@H]3C(Br)=CC2C(=O)[C@]32CO2)cc1	2	/
C[C@H](CO)N1C[C@H](C)[C@@H](CN(C)S(C)(=O)=O)Oc2ccc(NC(=O)NC3CCCCC3)cc2C1=O	14	/
COc1cc(-c2oc3cc(O)cc(O)c3c(=O)c2OC2OC(CO)C(O)C(O)C2O)ccc1O (centres undefined)	56*	-0.5
C[C@H](CO)N1C[C@H](C)[C@@H](CN(C)Cc2ccccn2)Oc2ncc(C#Cc3cccc(F)c3)cc2C1=O	-20	-1.3
C[C@H]1CN([C@@H](C)CO)S(=O)(=O)c2ccc(C#CC3CC3)cc2O[C@@H]1CN(C)C(=O)c1ccccn1	13	-0.1
O=C(O)c1ccc(CNC(=O)c2ccc(NC(=O)c3ccco3)cc2)cc1	-8	0.2
CCC(=O)N(C)C[C@@H]1Oc2cc(-c3cncnc3)ccc2S(=O)(=O)N([C@@H](C)CO)C[C@H]1C	12	1.5
O=C(C[C@H]1C=C[C@@H](NC(=O)C2CCC2)[C@@H](CO)O1)NC1CCC1	-6	0.0
C[C@H]1CN([C@@H](C)CO)C(=O)c2cc(NC(=O)Nc3ccc(F)cc3)ccc2O[C@@H]1CN(C)Cc1ccc2c(c1)OCO2	2	1.2
C[C@H]1CN([C@@H](C)CO)C(=O)c2cc(NS(C)(=O)=O)ccc2O[C@@H]1CN(C)Cc1ccccc1	3	-0.1
COc1ccc(C(C)C)cc1S(=O)(=O)Nc1cccc(C(=O)O)c1	-3	0.4
COc1cccc(C(=O)Nc2ccc3c(c2)C(=O)N(C)C[C@@H](OC)[C@H](C)CN(C(=O)C2CCC2)[C@H](C)CO3)c1	4	0.2
C[C@@H]1CN([C@@H](C)CO)C(=O)c2ccccc2-c2ccccc2CO[C@@H]1CN(C)S(=O)(=O)CC(F)(F)F	8	-0.8
O=C(CSc1nnc(-c2cnccn2)n1-c1ccccc1)Nc1ccc2c(c1)OCCO2	-12	0.1

# Four entries from above, with values under each structure.
# Fields – EZH2 inh, IDH1 R132H inh
CS(=O)(=O)N(CC(=O)Nc1cccc(Cl)c1)c1ccc(F)cc1
  -5, 0.0
CCCN1C(=O)C(NS(=O)(=O)c2ccc(NC(C)=O)cc2)(C(F)(F)F)C2=C1CC(C)(C)CC2=O (centres undefined)
  2, -0.2
COc1ccc([C@H]2C[C@H]3C(Br)=CC2C(=O)[C@]32CO2)cc1
  2, /
C[C@H](CO)N1C[C@H](C)[C@@H](CN(C)S(C)(=O)=O)Oc2ccc(NC(=O)NC3CCCCC3)cc2C1=O
  14, /

# The list goes on.
structure	EZH2 inh	IDH1 R132H inh
O=C(C[C@@H]1C[C@H]2c3cc(NC(=O)Nc4ccccc4)ccc3O[C@H]2[C@H](CO)O1)NCc1ccccc1	-6	0.1
CCCc1cn(CC[C@H]2CC[C@H](NC(=O)C3CCCCC3)[C@H](CO)O2)nn1	5	-0.7
Nc1ccc(-c2cc(=O)c3cc(O)ccc3o2)cc1	-4	0.4
COc1ccc(NC(=O)N(C)C[C@H]2Oc3ccc(NS(=O)(=O)c4cccs4)cc3C(=O)N([C@H](C)CO)C[C@H]2C)cc1	/	1.2
C[C@H](CO)N1C[C@H](C)[C@@H](CN(C)S(=O)(=O)c2cccc(F)c2)Oc2ncc(C#CC3CC3)cc2C1=O	-14	/
OC(COc1ccccc1Cl)Cn1cnc2ccccc21 (centres undefined)	11	0.1
Cc1ccc(S(=O)(=O)N[C@H]2CC[C@@H](CCNC(=O)c3ccccc3F)O[C@H]2CO)cc1	-11	-0.3
CO[C@@H]1CN(C)C(=O)c2ccc(NC(=O)Nc3ccccc3F)cc2OC[C@H](C)NC[C@H]1C	-1	0.0
CCCC(=O)Nc1ccc2c(c1)OC[C@@H](C)N(Cc1cncnc1)C[C@H](C)[C@@H](OC)CN(C)C2=O	0	0.3
C[C@H](CO)N1C[C@H](C)[C@H](CN(C)S(=O)(=O)c2ccc(F)cc2)Oc2ccc(NC(=O)CCCN(C)C)cc2C1=O	-10	/
C[C@H]1CN([C@@H](C)CO)C(=O)CCCn2nncc2CO[C@@H]1CN(C)S(C)(=O)=O	1	1.3
CO[C@H]1CN(C)C(=O)c2cc(NS(=O)(=O)CC(F)(F)F)ccc2OC[C@H](C)N(C(=O)c2ccc3c(c2)OCO3)C[C@H]1C	13	-0.1
COc1cccc(-c2cnc3c(c2)C(=O)N([C@H](C)CO)C[C@@H](C)[C@@H](CN(C)C(=O)Nc2c(C)noc2C)O3)c1	0	-3.7
CCOc1ccc(C)cc1S(=O)(=O)Nc1cccnc1	9	-0.1
O=C(C[C@H]1CC[C@H](NC(=O)NC2CCCC2)[C@H](CO)O1)NCc1ccc(F)cc1	-1	0.2
C[C@@H]1CN([C@H](C)CO)C(=O)c2cc(Br)cnc2O[C@@H]1CN(C)C(=O)CC1CC1	15	/
Cc1ccc(S(=O)(=O)N(C)C[C@H]2Oc3ccc(NS(C)(=O)=O)cc3C(=O)N([C@H](C)CO)C[C@@H]2C)cc1	/	-0.9
CCNC(=O)C[C@H]1C=C[C@@H](NC(=O)C2CCC2)[C@@H](CO)O1	1	0.4
C[C@@H]1CN([C@H](C)CO)C(=O)c2cc(NS(=O)(=O)c3ccc(Cl)cc3)ccc2O[C@@H]1CN(C)CC1CCCCC1	-5	-0.5
C[C@H]1CN([C@@H](C)CO)C(=O)CCCn2nncc2CO[C@H]1CN(C)Cc1ccc2c(c1)OCO2	0	/

# By substructure, the compounds so far with a thiophene ring, fused or not
structure	EZH2 inh	IDH1 R132H inh
C[C@H](CO)N1C[C@H](C)[C@H](CN(C)C(=O)C2CCCCC2)OCCCC[C@H](C)Oc2ccc(NS(=O)(=O)c3cccs3)cc2C1=O	/	-0.6
COc1ccc(NC(=O)N(C)C[C@H]2Oc3ccc(NS(=O)(=O)c4cccs4)cc3C(=O)N([C@H](C)CO)C[C@H]2C)cc1	/	1.2

# The list continues:
> O=C(C[C@H]1C[C@@H]2c3cc(NC(=O)Nc4ccc(F)cc4)ccc3O[C@@H]2[C@@H](CO)O1)NCC1CC1
  EZH2 inh: 9
  IDH1 R132H inh: 0.3
> C[C@@H]1CN([C@@H](C)CO)C(=O)c2cccc(NC(=O)Nc3ccc(C(F)(F)F)cc3)c2O[C@H]1CN(C)Cc1ccc(Cl)c(Cl)c1
  EZH2 inh: /
  IDH1 R132H inh: 0.6
> CC(C)CC#Cc1ccc2c(c1)O[C@@H](CN(C)C(=O)CN(C)C)[C@@H](C)CN([C@H](C)CO)S2(=O)=O
  EZH2 inh: -17
  IDH1 R132H inh: 5.0
> Cc1ccc(S(=O)(=O)Nc2ccc3c(c2)C(=O)N([C@@H](C)CO)C[C@@H](C)[C@@H](CN(C)C(=O)Nc2ccc4c(c2)OCO4)O3)cc1
  EZH2 inh: /
  IDH1 R132H inh: -0.3
> C[C@H]1CN([C@@H](C)CO)C(=O)CCCn2cc(nn2)CO[C@@H]1CN(C)C(=O)c1ccncc1
  EZH2 inh: 2
  IDH1 R132H inh: 1.3
> CNC[C@H]1OCCCC[C@@H](C)Oc2ccc(NS(C)(=O)=O)cc2C(=O)N([C@@H](C)CO)C[C@@H]1C
  EZH2 inh: 3
  IDH1 R132H inh: 1.6
> CN(c1ccc(C(=O)NCc2ccco2)cc1)S(C)(=O)=O
  EZH2 inh: -12
  IDH1 R132H inh: -0.2
> C[C@H]1CN([C@@H](C)CO)S(=O)(=O)c2ccc(C#CC3(O)CCCC3)cc2O[C@@H]1CN(C)C(=O)Cc1ccccc1
  EZH2 inh: /
  IDH1 R132H inh: 0.5
> CC(C)NC(=O)Nc1ccc2c(c1)C(=O)N([C@@H](C)CO)C[C@H](C)[C@H](CN(C)Cc1ccncc1)OCCCC[C@@H](C)O2
  EZH2 inh: 2
  IDH1 R132H inh: 5.3
> C[C@@H]1CN([C@@H](C)CO)C(=O)c2cc(NC(=O)Cc3cn(C)c4ccccc34)ccc2O[C@H]1CN(C)C(=O)Nc1ccc2c(c1)OCO2
  EZH2 inh: /
  IDH1 R132H inh: -22

> CO[C@H]1CN(C)C(=O)c2cc(NC(=O)c3ccccc3F)ccc2OC[C@H](C)N(C)C[C@@H]1C
  EZH2 inh: 13
  IDH1 R132H inh: 0.0
> CO[C@@H]1CN(C)C(=O)c2cc(NS(=O)(=O)c3cccc(F)c3)ccc2OC[C@@H](C)NC[C@@H]1C
  EZH2 inh: 5
  IDH1 R132H inh: 0.3
> CCCNC(=O)N(C)C[C@@H]1Oc2ncc(C#CCC(C)C)cc2C(=O)N([C@H](C)CO)C[C@H]1C
  EZH2 inh: 2
  IDH1 R132H inh: -3.6
> C[C@@H]1CN([C@H](C)CO)C(=O)c2cccc(NC(=O)Nc3ccc(C(F)(F)F)cc3)c2O[C@@H]1CN(C)Cc1ccc(C(=O)O)cc1
  EZH2 inh: /
  IDH1 R132H inh: 2.8
> NCC[C@H]1CC[C@@H](NC(=O)CCN2CCCCC2)[C@H](CO)O1
  EZH2 inh: -4
  IDH1 R132H inh: 0.2
> C[C@H](CO)N1C[C@H](C)[C@H](CN(C)CC2CC2)Oc2ccc(NC(=O)CCCCCC(=O)Nc3ccccc3N)cc2C1=O
  EZH2 inh: 1
  IDH1 R132H inh: /
> C[C@@H]1CN([C@@H](C)CO)C(=O)Cc2cc(NS(=O)(=O)c3ccc(F)cc3)ccc2O[C@@H]1CN(C)Cc1ccc(C(F)(F)F)cc1
  EZH2 inh: /
  IDH1 R132H inh: 0.0
> C[C@@H]1CN([C@@H](C)CO)C(=O)CCCn2cc(nn2)CO[C@@H]1CN(C)C(=O)c1ccc2ccn(C)c2c1
  EZH2 inh: 3
  IDH1 R132H inh: 0.3
> COc1ccc(NC(=O)Nc2ccc3c(c2)CC(=O)N([C@H](C)CO)C[C@H](C)[C@H](CN(C)Cc2ccc(Cl)c(Cl)c2)O3)cc1
  EZH2 inh: /
  IDH1 R132H inh: 1.8
> O=C1N(CCS(=O)(=O)c2ccccc2)c2ccccc2[C@@H]2OC(c3ccc(OCCCO)cc3)=N[C@]12CCS(=O)(=O)c1ccccc1
  EZH2 inh: 2
  IDH1 R132H inh: 0.1
> CNC[C@@H]1Oc2ncc(/C=C/c3ccccc3)cc2C(=O)N([C@@H](C)CO)C[C@@H]1C
  EZH2 inh: -26
  IDH1 R132H inh: -0.6

# Screening results as filed in PubChem.
